# TCR-CD3 inh = inhibitors of human TCR-CD3 interaction, primary screen, biochemical, fluorescence, TAMRA-labeled TCR probe; actives 0.37% (n = 360,000); T-cell receptor (TCR); inhibition, % at 9.4 µM; in the data active means inhibition above about 19%;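 further: recombinant mutant TCR 2C K166C tagged with TAMRA read by polarization; 0% = receptor in buffer alone and 100% = receptor with positive control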
# PG9 binder = binders of HIV-1 gp120 antibody PG9, primary screen, biochemical, TR-FRET. inhibition, % at 6.7 µM. actives 0.43% (n = 360,000). TR-FRET gp120-PG9 antibody binding; in the data active means inhibition above about 8.5%
# NR1D1 modulator = modulators of Rev-erb alpha DNA binding, primary screen, biochemical, FITC-DNA, fluorescence polarization, uHTS | activity, % at 10 µM | actives 0.79% (n = 370,000) | Nuclear receptor subfamily 1 group D member 1 (Homo sapiens), P20393 | Rev-erbα–FITC-DNA binding, 90 min | AID 1259318, 2017;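 active means activity above about 14%, limit read from the data; passing the limit was not always enough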;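 further: 0% = DMSO wells with 35 nM protein and 100% = DMSO wells with 750 nM protein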
# Target sequence (P20393 whole entry, looked up): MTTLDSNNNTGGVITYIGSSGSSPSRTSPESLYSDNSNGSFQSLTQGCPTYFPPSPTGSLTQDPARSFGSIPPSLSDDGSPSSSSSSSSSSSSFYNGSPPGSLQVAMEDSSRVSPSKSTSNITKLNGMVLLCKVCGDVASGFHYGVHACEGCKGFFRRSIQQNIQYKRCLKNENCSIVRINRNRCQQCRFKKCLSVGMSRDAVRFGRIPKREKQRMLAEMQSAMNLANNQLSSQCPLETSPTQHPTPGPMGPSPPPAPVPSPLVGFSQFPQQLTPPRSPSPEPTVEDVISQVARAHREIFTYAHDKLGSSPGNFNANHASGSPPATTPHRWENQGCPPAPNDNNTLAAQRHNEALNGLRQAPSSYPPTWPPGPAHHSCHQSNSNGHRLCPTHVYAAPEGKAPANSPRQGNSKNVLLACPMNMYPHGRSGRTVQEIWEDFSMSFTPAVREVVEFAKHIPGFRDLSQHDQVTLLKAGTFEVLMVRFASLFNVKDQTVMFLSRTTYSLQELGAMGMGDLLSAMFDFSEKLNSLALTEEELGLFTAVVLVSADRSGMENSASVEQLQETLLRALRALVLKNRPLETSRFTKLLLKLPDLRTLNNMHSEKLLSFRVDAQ
# HTRA1 inhibitor = HTRA1 serine protease inhibitors, primary screen, biochemical, fluorescence polarization, HTS; Q92743; recombinant HTRA1, FP-rhodamine activity-based probe; inhibition, % at 5.96 µM; actives 0.5% (n = 340,000); AID 504803, 2011; in the data active means inhibition above about 36%;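 further: 0% = enzyme with DMSO and 100% = wells lacking enzyme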
# LEDGF integ inh = blockers of LEDGF/p75-dependent integrase strand transfer – biochemical, TR-FRET, high throughput, primary screen; AID 743269, 2014; TR-FRET IN-LEDGF/p75 DNA integration, Eu/Cy5; HIV-1 integrase (with human LEDGF/p75); inhibition, % at 3.7 µM; actives 0.64% (n = 370,000);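 active means inhibition above the screen-wide mean plus 3 SD, cut at about 13% in these data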;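 further: signal is the Cy5 over europium emission ratio at 671 and 618 nm; 0% = plate median of compound wells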
# mABHD4 FP = ABHD4 inhibitors, primary screen, biochemical, fluorescence polarization, mouse | actives 0.54% (n = 370,000) | AID 720543, 2013 | inhibition, % at 8.92 µM | purified mABHD4, FP-Rh probe fluorescence polarization | (Lyso)-N-acylphosphatidylethanolamine lipase (Mus musculus), Q8VD66;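 active means inhibition exceeding the mean over every tested compound plus 3 SD, cut at about 30% in these data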;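 further: 0% = plate median of compound wells and 100% = S159A mutant with DMSO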
# Target sequence (Q8VD66 whole entry, looked up): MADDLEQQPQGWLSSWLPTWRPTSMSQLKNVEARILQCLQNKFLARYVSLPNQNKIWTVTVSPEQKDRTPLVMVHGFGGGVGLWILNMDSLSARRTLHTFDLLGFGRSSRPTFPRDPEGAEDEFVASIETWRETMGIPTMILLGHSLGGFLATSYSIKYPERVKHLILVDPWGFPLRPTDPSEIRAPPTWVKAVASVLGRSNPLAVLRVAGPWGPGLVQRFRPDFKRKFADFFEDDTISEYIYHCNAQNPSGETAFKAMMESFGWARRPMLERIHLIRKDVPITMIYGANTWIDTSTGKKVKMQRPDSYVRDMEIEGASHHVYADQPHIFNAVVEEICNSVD
#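 Doses – 8.92 µM, single dose · Material – wild-type mouse ABHD4 protein · Replication – single well per compound (singlicate) · Measure – percent inhibition of probe binding, normalized to plate controls · Schedule – 45 min compound pre-incubation plus 60 min probe step, 25 °C · Detection – fluorescence polarization with parallel and perpendicular emission, 525/598 nm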
# rCAG binder = binders of r(CAG) RNA repeats, primary screen, biochemical, fluorescence | actives 1.3% (n = 370,000) | inhibition, % at 3 µM | r(CAG) RNA repeat, TO-PRO-1 dye displacement fluorescence | AID 651821, 2012;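 active means inhibition above the plate cutoff, the mean of all test compounds on that plate plus 3 SD, cut at about 35% in these data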;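 further: 0% = DMSO alone and 100% = 100 µM mitoxantrone as full dye displacement; higher means more dye released from RNA so lower well fluorescence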
# MBD2 inh = inhibitors of MBD2 binding to methylated DNA, primary screen, biochemical, TR-FRET, DNA-binding domain, human. actives 0.31% (n = 370,000). MBD2 binding to methylated oligonucleotide. Methyl-CpG-binding domain protein 2 (Homo sapiens), Q9UBB5. inhibition, % at 4.4 µM; in the data active means inhibition above about 13%
# UHRF1 binding = UHRF1 methylated DNA binding inhibitors, primary screen, counter-screen for MBD2 inhibitor project, biochemical, TR-FRET, human UHRF1, single concentration; E3 ubiquitin-protein ligase UHRF1 (Homo sapiens), Q96T88; UHRF1 binding to methylated oligo; inhibition, % at 4.4 µM; actives 0.75% (n = 370,000); AID 687016, 2013; in the data active means inhibition above about 21%;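 further: UHRF1 SRA domain binding a hemimethylated CpG hairpin DNA probe; 0% = median of test compound wells and 100% = reference inhibitor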
# PRMT1 FP inh = PRMT1 methyltransferase inhibitors, primary screen, biochemical, fluorescence polarization. recombinant PRMT1, activity-based probe fluorescence polarization. inhibition, % at 2.79 µM. actives 1.3% (n = 370,000). AID 652257, 2013;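 active means inhibition above about 21% made by adding two undisclosed values, limit read from the data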
# * = called active by the depositor; · = not tested or not shown. An excerpt (hit frequency here may not be typical).
SMILES,TCR-CD3 inh,PG9 binder,NR1D1 modulator,HTRA1 inhibitor,LEDGF integ inh,mABHD4 FP,rCAG binder,MBD2 inh,UHRF1 binding,PRMT1 FP inh
O=S1(=O)CC=C(CSC(=S)NC2CCS(=O)(=O)C2)C1 (configuration not stated),1,-0.8,5,8,1,-6,-1,1,3,26*
CC1CCCN(S(=O)(=O)c2ccc(NC(=O)C3CC(=O)N(C(C)(C)C)C3)cc2)C1 (configuration not stated),2,0.9,-4,-2,-1,-10,-3,-5,1,1
COc1ccc(CCNC(=O)C(C(=O)c2ccccc2)n2cc(Cl)ccc2=O)cc1OC (configuration not stated),-7,1.0,1,1,-3,-9,9,-6,1,-2
Cc1nc2ccccc2c2oc(C(=O)N3CCCC(C)C3)cc12 (configuration not stated),-1,0.8,-2,0,-1,2,-6,2,-4,-2
CCC(=O)Nc1ccc(C(=O)OCC(=O)c2ccc(C)c([N+](=O)[O-])c2)cc1,7,0.0,-9,-10,-1,-1,1,-2,1,-4
C/C(CC(=O)NC(C)(C)C)=N\NC(N)=S,11,-0.8,-6,2,2,-1,-2,0,0,0
COc1cccc(C(=O)OC2CCN(C)CC2)c1,-2,0.0,10,12,0,-2,4,4,-2,-2
Cc1ccc(OCC(=O)Nc2ccc3c(c2)nc(CCN2CCN(C)CC2)n3C)cc1,0,-0.7,1,-1,1,-5,-4,-2,-2,1
COc1ccc(S(=O)(=O)NNC(N)=S)cc1,3,-1.6,-1,1,-4,-18,-5,10,7,8
CCN(CC)S(=O)(=O)c1ccc(N/N=C(\C)c2ccncc2)nc1,0,-0.1,-6,-4,-1,-2,-2,-6,-1,-2
O=C(CCCN1C(=O)c2ccccc2C1=O)Nc1nncs1,-10,0.1,-4,2,2,-5,1,7,3,0
Cc1nc2cc(C(=O)NCc3cccnc3)ccc2n1-c1ccc(F)cc1F,-13,-1.3,4,-8,-6,-11,0,3,6,3
COC(=O)C(Cc1ccc(O)cc1)NC(=O)NC12CC3CC(CC(C3)C1)C2 (configuration not stated),-4,1.4,4,-1,-2,-2,-3,1,5,4
Cc1ccc(-n2c(C)cc(C3N=C(N)Nc4nc5ccccc5n43)c2C)c(C)c1 (configuration not stated),-5,-1.6,6,-4,4,11,13,1,-2,-2
O=C(CCc1nnc(CCCCc2ccccc2)o1)NCCn1cccn1,3,-2.9,-3,5,-2,0,-3,-2,-2,0
CCCC(=O)Nc1cccc(C(=O)Nc2ccccc2OCC)c1,-4,1.6,1,·,4,6,-1,-3,-4,-3
CCC(=O)Nc1cccc(-c2csc(-c3ccccc3)n2)c1,-2,-1.2,-2,-1,0,0,0,9,2,-3
CCCc1nnc(NC(=O)CCC(=O)NC2CCCCC2)s1,-2,-0.3,0,5,-2,0,-3,-1,1,2
Cc1ccccc1N(CC(=O)NCc1ccco1)C(=O)CCC(=O)Nc1nccs1,0,-1.2,2,1,-1,9,-9,3,4,-2
CCOC(=O)C1(CCCc2ccccc2)CCN(C(=O)CCN2CCCCC2=O)CC1,1,-0.3,-5,-3,3,6,-11,-1,1,-2
O=C1c2ccccc2C(O)(c2ncc[nH]2)N1CCc1ccccc1 (configuration not stated),0,-0.2,3,-5,-2,-6,-1,-4,-2,0
Cc1ccc(C(=O)O)cc1NC(=S)NC(=O)Cc1ccccc1,-11,1.3,-3,13,1,-13,4,6,3,2
COc1ccc(CNC(=O)CSc2nnc3c(n2)[nH]c2ccc(OC)cc23)cc1,5,0.8,-6,-3,5,-4,5,-5,-1,-4
O=C(CSc1nnc(COc2ccc(Cl)cc2)n1Cc1ccco1)Nc1cccc2ccccc12,·,·,8,·,3,-21,7,-6,1,1
CN(C)CC(C)(C)CNC(=O)C1CCN(Cc2ccccc2O)CC1,1,0.9,0,6,-1,7,-5,0,1,-3

# Complete entries, looked up by structure.
# Entry for `CCCC(=O)Nc1cccc(C(=O)Nc2ccccc2OCC)c1` = TCR-CD3 inh: -4; PG9 binder: 1.6; NR1D1 modulator: 1; HTRA1 inhibitor: ·; LEDGF integ inh: 4; mABHD4 FP: 6; rCAG binder: -1; MBD2 inh: -3; UHRF1 binding: -4; PRMT1 FP inh: -3
# Entry for `Cc1nc2cc(C(=O)NCc3cccnc3)ccc2n1-c1ccc(F)cc1F` = TCR-CD3 inh: -13; PG9 binder: -1.3; NR1D1 modulator: 4; HTRA1 inhibitor: -8; LEDGF integ inh: -6; mABHD4 FP: -11; rCAG binder: 0; MBD2 inh: 3; UHRF1 binding: 6; PRMT1 FP inh: 3

# Additional entries
SMILES,TCR-CD3 inh,PG9 binder,NR1D1 modulator,HTRA1 inhibitor,LEDGF integ inh,mABHD4 FP,rCAG binder,MBD2 inh,UHRF1 binding,PRMT1 FP inh
CCOC(=O)[C@]12CCC=C1N(Cc1cccc3ccccc13)C(=O)[C@H](CC(=O)N1CCSCC1)C2,-3,1.2,-3,·,1,-10,2,-4,-2,-2
O=C(NCC(c1cccnc1)N1CCN(c2ccccc2F)CC1)OCc1ccccc1 (configuration not stated),4,0.2,2,0,1,2,-6,2,2,0
COc1ccc(/C=C/C(=O)NC2CC3CCC2C3)cc1 (configuration not stated),-11,-2.5,7,2,-5,-10,-6,-1,3,7
CC1=C(C(=O)OCCBr)C(c2cccc3ccccc23)NC(=O)N1 (configuration not stated),0,1.2,-4,0,2,-3,-1,7,4,7
CC(C)C(c1nnnn1Cc1cccs1)N1CCN(C(=O)c2ccco2)CC1 (configuration not stated),-4,-0.3,-4,-2,2,0,-6,1,1,-2
Cc1cccc(OCc2nnc(SCC(=O)c3ccccc3)o2)c1,5,0.6,7,-23,-1,-10,-7,2,-4,-3
COCCSc1nnc(NS(=O)(=O)c2ccc(F)cc2)s1,-6,-1.9,-3,3,-4,4,4,3,-2,5
Cc1nc(SCC(=O)NC(=O)NC(C)(C)C)nc(C)c1C,-2,-0.2,-6,2,-2,-1,-5,0,-2,1
CCCCNC(=S)N(CCCN(C)C)Cc1cc2cc3c(cc2[nH]c1=O)OCO3,5,-0.7,-4,3,3,0,0,2,-1,-2
Brc1ccc(Nc2nc(-c3cccnc3)cs2)cc1,-4,0.1,-1,-10,0,9,7,3,2,2
O=C(CN1C(=O)CC(c2ccccc2)Sc2ccccc21)NCC1CCCO1 (configuration not stated),4,-1.9,1,3,1,3,-3,-2,1,0
NC(=O)C1(NC(=O)[C@@H]2CC3(CC(c4cccc(NC(=O)[C@@H]5CCC(=O)N5)c4)=NO3)CN2C(=O)Cc2ccc(C(F)(F)F)cc2)CC1 (some centres not stated),-2,-2.1,-5,2,0,-1,5,-2,-3,2
Cc1ccc(NC(=O)OCc2cn(-c3ccc(Cl)cc3)nn2)cc1,-4,-1.4,0,-2,4,-7,0,1,2,2
CCCNc1nc(C)cc(-c2cc(C(=O)Nc3ccccc3)on2)n1,3,-1.9,-4,-23,1,-9,-4,3,19,-3
CC(C)N(C(=O)CSc1nnc(-c2cc3ccccc3cc2O)n1Cc1ccco1)C(C)C,2,-1.7,5,-10,-1,3,0,-3,2,0
Cc1oc(-c2ccccc2F)nc1CS(=O)CC(=O)NCc1cccs1 (configuration not stated),2,-1.6,-1,1,1,3,8,1,2,2
CCOC(=O)Nc1c(Cl)[nH]c(=O)n(C)c1=O,0,-1.0,5,-3,-4,5,2,0,0,3
Cn1c(SCC(=O)c2ccccc2)nnc1-c1ccncc1,-2,0.5,1,0,-5,4,-5,4,2,3
CC(=O)N1CCCC1C(=O)O (configuration not stated),-2,-0.8,-4,2,-1,-1,-1,4,0,3
CC/C=C/C(=O)N1CC2(CC(c3cccc(NC(=O)c4ccccc4)c3)=NO2)C[C@@H]1C(N)=O (some centres not stated),1,-0.7,-3,-18,-1,3,-3,0,0,1
O=C1CC(N2CCN(c3ccccc3F)CC2)C(=O)N1c1ccc2c(c1)OCCO2 (configuration not stated),1,-2.5,2,-6,0,0,-2,-3,2,11
O=C(NC(Cc1ccccc1)C(=O)O)/C(=C\c1ccco1)NC(=O)c1ccccc1 (configuration not stated),8,-2.1,-5,6,7,12,13,-3,0,15
Cc1ccc(S(=O)(=O)N2CC3=C(c4ccccc4)CC4(C)C(=O)C(C)(C)CC4=C3C2)cc1 (configuration not stated),-4,0.5,-1,·,0,-4,14,1,-2,4
O=C1Cc2cc(S(=O)(=O)NCc3ccccc3Cl)cc3c2N1CCC3,-1,1.1,5,-13,1,1,14,3,-2,-1
O=C(CN1CCCCC1)N/N=C/c1ccccc1Br,-6,-0.3,-5,-1,-4,5,-3,0,-1,-1

# Some entries already given, limited to rCAG binder:
SMILES | rCAG binder
Cc1oc(-c2ccccc2F)nc1CS(=O)CC(=O)NCc1cccs1 (configuration not stated) | 8
CCOC(=O)Nc1c(Cl)[nH]c(=O)n(C)c1=O | 2

# Copied from the list:
# `O=C1Cc2cc(S(=O)(=O)NCc3ccccc3Cl)cc3c2N1CCC3` | MBD2 inh = 3
# `CC1=C(C(=O)OCCBr)C(c2cccc3ccccc23)NC(=O)N1` (configuration not stated) | PG9 binder = 1.2
# `CCOC(=O)[C@]12CCC=C1N(Cc1cccc3ccccc13)C(=O)[C@H](CC(=O)N1CCSCC1)C2` | UHRF1 binding = -2
# `Cc1oc(-c2ccccc2F)nc1CS(=O)CC(=O)NCc1cccs1` (configuration not stated) | MBD2 inh = 1
